GLP-1R agonist: activates the human GLP-1 receptor; Potency, µM (series often up to 45.6 µM), for the others: at the highest dose activation, actives largely listed as activators; HEK293 GLP-1R CRE-luciferase, luminescence, 4-6 h; cells express a hypersensitive GLP-1R form; P43220; actives 0.007% (n = 380,000); active = well fitted activation curve with a large enough effect; note: % of control where 0% means no effect
Target sequence (P43220 whole entry, looked up): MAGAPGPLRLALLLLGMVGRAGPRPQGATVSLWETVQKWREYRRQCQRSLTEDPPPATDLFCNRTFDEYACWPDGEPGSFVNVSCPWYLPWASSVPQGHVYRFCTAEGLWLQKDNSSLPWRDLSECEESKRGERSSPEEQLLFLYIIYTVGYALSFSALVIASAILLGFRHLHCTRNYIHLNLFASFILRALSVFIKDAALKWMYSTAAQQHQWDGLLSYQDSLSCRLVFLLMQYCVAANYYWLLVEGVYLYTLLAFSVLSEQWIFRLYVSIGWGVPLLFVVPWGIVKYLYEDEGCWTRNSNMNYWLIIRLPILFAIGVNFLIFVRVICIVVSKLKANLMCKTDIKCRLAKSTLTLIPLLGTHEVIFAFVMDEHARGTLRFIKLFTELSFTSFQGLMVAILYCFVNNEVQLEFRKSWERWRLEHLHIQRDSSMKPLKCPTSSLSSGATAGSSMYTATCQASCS
* = called active by the depositor; & = joins results of further samples; [ ] = another dose, or the depositor's remark. Potency is the fitted concentration of half-maximal effect. These rows are one share of the data; the hit share may differ from the screen's.

no.	GLP-1R agonist	canonical_smiles
1	0%	CC(=O)NCc1c(I)c(NC(C)=O)c(I)c(C(=O)O)c1I
2	0%[19.8 µM]	CCOC(=O)O[C@]1(C(=O)COC(=O)CC)CC[C@@H]2[C@@H]3CCC4=CC(=O)C=C[C@@]4(C)[C@H]3[C@H](O)C[C@]21C
3	-1%	Cc1cc(O)c2c(O)c3c(O)cccc3cc2c1
4	2%	N[C@@H](Cc1ccc(O)cc1)C(=O)O
5	-6%	CC(C)(C)NC(=O)[C@H]1CC[C@H]2[C@@H]3CC=C4C=C(C(=O)O)CC[C@@]4(C)[C@H]3CC[C@]12C
6	-4%	COc1cc(/C=C/C(=O)O[C@H]2CC[C@]34C[C@]35CC[C@]3(C)[C@@H]([C@H](C)CCC=C(C)C)CC[C@@]3(C)C5CCC4C2(C)C)ccc1O (stereo partly specified)
7	-3%	O=C1CSC2(CCN(CCCN3c4ccccc4Sc4ccc(Cl)cc43)CC2)N1
8	-2%	CC(=O)O[C@H]1C[C@@H]2CC[C@@H]3[C@H](CC[C@@]4(C)[C@H]3C[C@H]([N+]3(C)CCCCC3)[C@@H]4OC(C)=O)[C@@]2(C)C[C@@H]1N1CCCCC1
9	-4%	C#CCN[C@@H]1CCc2ccccc21
10	-3%	CC(=O)O[C@H]1C[C@@H]2CC[C@@H]3[C@H](CC[C@]4(C)[C@H](OC(C)=O)[C@@H](N5CC[N+](C)(C)CC5)C[C@@H]34)[C@@]2(C)C[C@@H]1N1CC[N+](C)(C)CC1
11	8%[19.8 µM]	Cc1c(-c2ccccc2)oc2c(C(=O)OCCN3CCCCC3)cccc2c1=O
12	-1%[19.8 µM]	CCC(=O)[C@@]1(C)[C@H](C)C[C@@H]2[C@@H]3CCC4=CC(=O)C=C[C@@]4(C)[C@H]3[C@H](O)C[C@]21C
13	4%[19.8 µM]	O=C(NC[C@@H](O)CO)c1c(I)c(C(=O)NC[C@@H](O)CO)c(I)c(N(CCO)C(=O)CO)c1I
14	-1%	CNC(=O)[C@H](Cc1c[nH]c2ccccc12)NC(=O)[C@@H](CC(=O)NO)CC(C)C
15	-5%	COc1ccc2cc1Oc1cc3c(cc1OC)CC[N+](C)(C)C3Cc1ccc(cc1)Oc1c(OC)c(OC)cc3c1C(C2)[N+](C)(C)CC3 (stereo unspecified)
16	6%	Nc1ccn(C2CO[C@H](CO)O2)c(=O)n1 (stereo partly specified)
17	-1%	CC(C)(S)C(=O)N[C@H](CS)C(=O)O
18	5%	C[C@@H]1CC2C3CCC4=CC(=O)C=C[C@]4(C)[C@@]3(F)[C@@H](O)C[C@]2(C)[C@@]1(O)C(=O)COC(=O)c1cccc(S(=O)(=O)O)c1 (stereo partly specified)
19	-5%	CCn1cc(C(=O)O)c(=O)c2cc(F)c(N3CCNCC3)cc21
20	3%[19.8 µM]	CCO[C@H]1O[C@@H]([C@H](COCc2ccccc2)OCc2ccccc2)[C@@H](OCc2ccccc2)[C@H]1O
21	-4%	COC(=O)N/N=C/C1=C[N+](=O)c2ccccc2[N+]1=O
22	-2%	C=C1[C@@H]2CC[C@H](C2)C1(C)C
23	0%	CCN(CC)C(=O)/C(C#N)=C/c1cc(O)c(O)c([N+](=O)[O-])c1
24	12%	CCCCCCCCCCC(CO)CCCCCCCC (stereo unspecified)
25	-5%	Cc1cc(Nc2ccccc2C(=O)O)ccc1Cl
26	7%	CC(C)CCCCCCc1ccc(O)cc1
27	-4%	C=CS(=O)(=O)O
28	0%	CCCN(CCC)C(=O)C(CCC(=O)OCCCN1CCN(CCOC(=O)Cc2c(C)n(C(=O)c3ccc(Cl)cc3)c3ccc(OC)cc23)CC1)NC(=O)c1ccccc1 (stereo unspecified)
29	-2%	CCCC(=O)O[C@]1(C(=O)CO)CCC2[C@@H]3CCC4=CC(=O)CC[C@]4(C)C3C(O)C[C@]21C (stereo partly specified)
30	2%[19.8 µM]	NC(=O)c1cc[n+](CC2=C(C(=O)[O-])N3C(=O)[C@@H](NC(=O)Cc4cccs4)[C@@H]3SC2)cc1
31	5%	CCCCCCCCCCCC(=O)OCC(O)C1OCC(O)C1O (stereo unspecified)
32	-1%	O=C(O)CSCC(=O)NC1CCSC1=O (stereo unspecified)
33	8%	O=C(OC[C@@H]1O[C@@](O)(COC(=O)c2cccnc2)[C@H](OC(=O)c2cccnc2)[C@H]1OC(=O)c1cccnc1)c1cccnc1
34	-4%	[O-][N+](=Nc1ccccc1)c1ccccc1
35	-5%	CC(N)C(=O)NCC(=O)NC1CSSCC(C(=O)O)NC(=O)C(CO)NC(=O)C(C(C)O)NC(=O)C(Cc2ccccc2)NC(=O)C(C(C)O)NC(=O)C(CCCCN)NC(=O)C(Cc2c[nH]c3ccccc23)NC(=O)C(Cc2ccccc2)NC(=O)C(Cc2ccccc2)NC(=O)C(CC(N)=O)NC(=O)C(CCCCN)NC1=O (stereo unspecified)
36	17%	CCN(CC)CCC(=O)N1c2ccccc2Sc2ccc(C(F)(F)F)cc21
37	-6%[19.8 µM]	CC(=C(CCOP(=O)(O)O)SC(=O)c1ccccc1)N(C=O)Cc1cnc(C)nc1N
38	-1%	CC/C=C\C/C=C\C/C=C\C/C=C\C/C=C\CCCC(=O)O
39	25%	COc1cc(C[C@H]2NCCc3cc(O)c(O)cc32)cc(OC)c1OC
40	2%	OCC1(O)OC[C@@H](O)[C@H](O)[C@@H]1O (stereo partly specified)
41	-5%&-5%	CCN(CC)CCSC(=O)C(c1ccccc1)c1ccccc1
42	5%	CC(C)=CCC[C@](C)(O)C1CC=C(C)CC1 (stereo partly specified)
43	-2%	O=C(Nc1cccc2c(=O)cc(-c3nn[nH]n3)oc12)c1ccc(OCCCCc2ccccc2)cc1
44	0%	CO
45	0%	Cc1ccc(S(=O)(=O)O)cc1C
46	-4%	CC(C)C[C@@H](NC(=O)[C@H](Cc1ccccc1)NC(=O)c1cnccn1)B(O)O
47	6%	NCCNCCNCCNCCN
48	14%	CCC(Cc1c(I)cc(I)c(O)c1I)C(=O)O (stereo unspecified)
49	1%	C/C=C1/NN(CCCN2CCN(c3cccc(Cl)c3)CC2)C(=O)N1CCOc1ccccc1
50	2%	COC1=C(OC)C(=O)C(CC=C(C)CCC=C(C)CCC=C(C)CCC=C(C)CCC=C(C)CCC=C(C)CCC=C(C)CCC=C(C)CCC=C(C)CCC=C(C)C)=C(C)C1=O

The listing continues.
no.	GLP-1R agonist	canonical_smiles
51	5%	COC(=O)[C@]12CCC(C)(C)C[C@@H]1[C@@H]1C(=O)C=C3[C@@]4(C)C=C(C#N)C(=O)C(C)(C)[C@@H]4CC[C@@]3(C)[C@]1(C)CC2
52	15%	CC(C)CN(C[C@@H](OP(=O)(O)O)[C@H](Cc1ccccc1)NC(=O)O[C@@H]1CCOC1)S(=O)(=O)c1ccc(N)cc1
53	-1%	CCC[C@@H]1O[C@@H]2C[C@@H]3[C@H]4CCC5=CC(=O)C=C[C@@]5(C)[C@H]4[C@H](O)C[C@@]3(C)[C@@]2(C(=O)CO)O1
54	-2%	C[C@]1(c2ccccc2)OC(C(=O)O)=CC1=O
55	-5%	COC1CC(O[C@H]2/C(C)=C/CC3CC(C[C@]4(CCC(C)C(C5CCCCC5)O4)O3)OC(=O)[C@H]3C=C(C)/C(=N/O)C4OC/C(=C\C=C\[C@@H]2C)[C@@]43O)OC(C)C1O (stereo partly specified)
56	27%	CCOC(=O)c1c(C)n(C)c2ccc(O)cc12
57	3%	CC(=O)Nc1ccc(OC(C)=O)cc1
58	0%	CCN(CC)CCOC(=O)c1cccnc1
59	0%[24.2 µM]	CCCCCCCCCCCCCCCCCCOP(=O)([O-])OC1CC[N+](C)(C)CC1
60	0%[19.8 µM]	CC(C)(C)NC[C@H](O)COc1cccc2c1CCC(=O)N2
61	-3%	O=C(OCC1OC(OC(=O)c2cc(O)c(O)c(OC(=O)c3cc(O)c(O)c(O)c3)c2)[C@@H](OC(=O)c2cc(O)c(O)c(OC(=O)c3cc(O)c(O)c(O)c3)c2)C(OC(=O)c2cc(O)c(O)c(OC(=O)c3cc(O)c(O)c(O)c3)c2)C1OC(=O)c1cc(O)c(O)c(OC(=O)c2cc(O)c(O)c(O)c2)c1)c1cc(O)c(O)c(OC(=O)c2cc(O)c(O)c(O)c2)c1 (stereo partly specified)
62	1%	C[C@]12CCC(=O)C=C1[C@@H]1C[C@H]1[C@H]1[C@@H]3[C@@H]4C[C@H]4[C@@]4(CCC(=O)O4)[C@@]3(C)CC[C@@H]12
63	10%	CC(C)C[C@@H](NC(=O)[C@@H](Cc1ccccc1)NC(=O)c1cnccn1)B(O)O
64	-12%	Cc1nc(-c2ccc(OCC(C)C)c(C#N)c2)sc1C(=O)O
65	-3%	CC(C)(C)CC(=O)OCC(=O)[C@@]12OC(C)(C)O[C@@H]1C[C@H]1[C@@H]3CCC4=CC(=O)C=C[C@]4(C)[C@@]3(F)[C@@H](O)C[C@]12C
66	10%	C=C(NCc1ccccc1)c1ccccc1O
67	4%	Cc1ncc(CO)c(CN)c1O
68	9%	CC1CCC(C(C)C)C(O)C1 (stereo unspecified)
69	-3%	CCOc1ccc(N=Nc2ccc(N)cc2N)cc1
70	-5%	CC(C)(C)CC(C)(C)c1ccc(OCCO)cc1
71	0%	OCC1O[C@H](Oc2ccc(O)cc2)C(O)C(O)C1O (stereo partly specified)
72	12%	CC1CCC(O)C/C1=C\C=C1/CCCC2(C)C1CCC2C(C)/C=C/C(C)C(C)C (stereo unspecified)
73	11%	OC/C=C/c1ccccc1
74	-1%	N=C(N)N1CCc2ccccc2C1
75	-5%	Nc1c(N=Nc2ccc(-c3ccc(N=Nc4cc(S(=O)(=O)O)c5ccccc5c4N)cc3)cc2)cc(S(=O)(=O)O)c2ccccc12
76	15%[96 µM]	CN1C(=O)c2ccccc2C1=O
77	-5%	CO/N=C(/C(=O)N[C@@H]1C(=O)N2C(C(=O)O)=C(CSc3nnnn3C)CS[C@H]12)c1csc(N)n1
78	-3%	COC(C)=O
79	10%	NC(=O)NS(=O)(=O)c1ccc(N)cc1
80	4%	FC(F)(F)C(F)(F)C(F)(F)C(F)(F)C(F)(F)F
81	-1%[19.8 µM]	C[C@@H]1C[C@H]2[C@@H]3C[C@H](F)C4=CC(=O)C=C[C@@]4(C)[C@]3(F)[C@H](O)C[C@]2(C)[C@@]1(O)C(=O)CO
82	-4%[19.8 µM]	NC(=O)c1ccc[n+]([C@@H]2O[C@H](COP(=O)([O-])OP(=O)(O)OC[C@H]3O[C@@H](n4cnc5c(N)ncnc54)[C@@H](O)[C@@H]3O)[C@@H](O)[C@@H]2O)c1
83	2%	CCCc1c2oc(C(=O)O)cc(=O)c2cc2c(=O)cc(C(=O)O)n(CC)c12
84	17%	CC(C)(C#N)c1cc(Cn2cncn2)cc(C(C)(C)C#N)c1
85	-5%	C[C@]12CCC(=O)C=C1CC[C@H]1[C@@H]3CC[C@](O)(C(=O)CO)[C@@]3(C)C[C@H](O)[C@@]12F
86	-3%	O=Cc1ccccc1C=O
87	-1%	CO[C@H]1C[C@@H](O[C@@H]2[C@@H](C)O[C@@H](O[C@@H]3/C(C)=C/CC4C[C@@H](C[C@]5(C=C[C@@H](C)[C@H](C6CCCCC6)O5)O4)OC(=O)[C@@H]4C=C(C)[C@@H](O)[C@H]5OC/C(=C\C=C\[C@@H]3C)[C@]54O)C[C@H]2OC)O[C@@H](C)[C@@H]1O
88	-3%	NC(C(=O)O)[C@@H]1CC(Cl)=NO1 (stereo partly specified)
89	7%[19.8 µM]	CC(=O)SC[C@@H](Cc1ccccc1)C(=O)NCC(=O)OCc1ccccc1
90	-2%	CCOC(=O)NNc1ccc(N(CC)CC(C)O)nn1 (stereo unspecified)
91	13%	CCCCC(F)(F)[C@@]1(O)CC[C@H]2[C@H](CC(=O)[C@@H]2CCCCCCC(=O)O)O1
92	-7%	O=C(Nc1ccc(O)cc1)c1ccccc1O
93	0%	CC(C)N1[N]C(=C2C=c3cc(O)ccc3=N2)c2c(N)ncnc21
94	-6%	CCN(CC)CCOc1ccc2c(c1)C(=O)c1cc(OCCN(CC)CC)ccc1-2
95	10%	COCC(=O)Nc1cc(Sc2ccccc2)ccc1N=C(NC(=O)OC)NC(=O)OC
96	10%	CCCCCCCCCCCCCCCCCC(=O)OC[C@@H](O)[C@H]1OC[C@H](O)[C@H]1O
97	7%	CC1(C)OC(=O)NC1=O
98	-1%	C=C1NC(=O)c2cc(CN(C)c3ccc(C(=O)N[C@@H](CCC(=O)O)C(=O)O)s3)ccc2N1
99	-4%	N#C[C@H]1C[C@H]2C[C@@H]2N1C(=O)[C@@H](N)C12CC3CC(CC(O)(C3)C1)C2
100	-4%	CC(CN(C)C)CN1c2ccccc2Sc2ccc(C(F)(F)F)cc21 (stereo unspecified)
101	-7%	CC1(C)SC2[C@@H](N=CN3CCCCCC3)C(=O)N2[C@H]1C(=O)O (stereo partly specified)

From no. 95 up to 98, copied from above:
no.	GLP-1R agonist	canonical_smiles
95	10%	COCC(=O)Nc1cc(Sc2ccccc2)ccc1N=C(NC(=O)OC)NC(=O)OC
96	10%	CCCCCCCCCCCCCCCCCC(=O)OC[C@@H](O)[C@H]1OC[C@H](O)[C@H]1O
97	7%	CC1(C)OC(=O)NC1=O
98	-1%	C=C1NC(=O)c2cc(CN(C)c3ccc(C(=O)N[C@@H](CCC(=O)O)C(=O)O)s3)ccc2N1

Random excerpt: 4 records from the list
no.	GLP-1R agonist	canonical_smiles
44	0%	CO
42	5%	CC(C)=CCC[C@](C)(O)C1CC=C(C)CC1 (stereo partly specified)
85	-5%	C[C@]12CCC(=O)C=C1CC[C@H]1[C@@H]3CC[C@](O)(C(=O)CO)[C@@]3(C)C[C@H](O)[C@@]12F
52	15%	CC(C)CN(C[C@@H](OP(=O)(O)O)[C@H](Cc1ccccc1)NC(=O)O[C@@H]1CCOC1)S(=O)(=O)c1ccc(N)cc1

Assay outcomes as filed in PubChem BioAssay.
